# eLon inh = inhibits E. coli Lon protease; P0A9M0; 360,000 compounds, 0.42% hits; purified E. coli Lon protease, fluorescence polarization; inhibition, % at 7.94 µM; in the data active = inhibition above about 13%, passing the limit was not always enough;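 note: 0% = enzyme with probe and DMSO and 100% = no enzyme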
# Target sequence (P0A9M0 whole entry, looked up): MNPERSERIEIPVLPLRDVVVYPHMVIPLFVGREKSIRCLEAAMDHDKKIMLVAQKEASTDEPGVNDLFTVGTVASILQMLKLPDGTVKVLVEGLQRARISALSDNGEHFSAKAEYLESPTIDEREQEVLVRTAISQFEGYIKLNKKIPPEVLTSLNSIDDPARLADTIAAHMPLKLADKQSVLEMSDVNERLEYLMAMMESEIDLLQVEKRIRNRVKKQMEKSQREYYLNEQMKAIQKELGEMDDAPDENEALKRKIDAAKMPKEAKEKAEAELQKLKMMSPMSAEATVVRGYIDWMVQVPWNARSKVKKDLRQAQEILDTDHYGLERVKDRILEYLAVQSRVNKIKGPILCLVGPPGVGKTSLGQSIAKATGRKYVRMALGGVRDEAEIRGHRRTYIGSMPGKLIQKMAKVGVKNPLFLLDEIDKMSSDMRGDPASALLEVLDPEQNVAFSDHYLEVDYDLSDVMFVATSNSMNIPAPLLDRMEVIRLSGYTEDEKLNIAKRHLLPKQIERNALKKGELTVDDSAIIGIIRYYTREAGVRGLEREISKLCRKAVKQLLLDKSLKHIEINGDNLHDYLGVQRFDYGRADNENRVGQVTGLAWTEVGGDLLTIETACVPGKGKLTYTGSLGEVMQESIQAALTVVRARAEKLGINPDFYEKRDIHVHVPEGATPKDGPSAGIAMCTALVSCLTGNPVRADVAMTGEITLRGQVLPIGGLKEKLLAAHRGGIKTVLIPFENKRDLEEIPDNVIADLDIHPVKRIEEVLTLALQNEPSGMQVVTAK
# FAS-TE inh = inhibitors of human fatty acid synthase thioesterase domain | AID 602261 | recombinant FAS-TE, OMFH fluorogenic substrate, fluorescence endpoint | 360,000 compounds, 0.67% hits | P49327 | inhibition, % at 15 µM;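 active = compounds whose normalised, plate-corrected inhibition of enzyme fluorescence in the single-dose primary screen is 50% or more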;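 note: 0% = DMSO with enzyme and 100% = substrate without enzyme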
# MsrA inhibitor = inhibits bovine methionine sulfoxide reductase A. purified bovine MsrA, absorbance read-out. inhibition, % at 15.5 µM. 360,000 compounds, 0.75% hits. AID 651718; in the data active = inhibition above about 4.5%;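 note: 0% = vehicle wells with enzyme and 100% = reference inhibitor wells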
# MT1-MMP act inh = inhibitors of human MT1-MMP activation; P50281; HT1080 RFP-PRO-GFP cells, GFP/RFP ratio fluorescence, overnight; percent of plate control window, DMSO zero; GFP/RFP ratio change, % at 20 µM; 360,000 compounds, 0.061% hits; AID 651647;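 active = GFP/RFP ratio change of at least 30% with cell ATP level not reduced by more than half and red fluorescence within 50% of control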; note: strong numbers were not always called active
#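 Assay system: RFP-PRO-GFP reporter HT1080 cells; read-out basis: GFP/RFP fluorescence ratio; benchmarks: DMSO wells and RFP-L50D-GFP cells; doses: 20 µM single dose, 1% DMSO; schedule: overnight cell settling, then overnight compound exposure, 37 °C, 5% CO2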
# CSN inh = CSN deneddylation inhibition; AID 651999; Q92905; Purified CSN, SCF-Nedd8-OG deneddylation, fluorescence polarization; inhibition, % at 12.5 µM; 360,000 compounds, 0.38% hits;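 active = pattern-corrected inhibition above about 35%, with an unprinted fluorescence ratio check between 0.5 and 1.5, limit read from the data, passing the limit was not always enough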;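 note: 0% = enzyme with substrate and 100% = substrate without enzyme; some results filed as inactive read as strong as hits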
#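 Material: purified human Csn5 enzyme expressed in HEK293T cells / Medium: Tris buffer pH 7.5, NaCl, DTT, Tween-20, trehalose, ovalbumin / Compound dosing: 12.5 µM single point / Schedule: 90 min incubation of compound, enzyme and substrate at room temperature / Signal: fluorescence polarization of the substrate / Control set: no-enzyme wells high, enzyme-with-substrate wells low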
# Rin1 Abl inh = blocks binding of human Rin1 to Abl; P00519+Q13671; TR-FRET Rin1/Abl binding, biochemical; inhibition, % at 7.35 µM; 360,000 compounds, 0.4% hits; AID 588664; in the data active = inhibition above about 5%, passing the limit was not always enough
# Rpn11 inh = inhibitors of human proteasome Rpn11. human 26S proteasome, Ub4-pepOG fluorescence polarization; 20S core pre-blocked with epoxomicin. calls only at 20 µM. 360,000 compounds, 0.59% hits;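 active = inhibition at 20 µM, scaled to each plate's controls, above about 33%, limit read from the data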
# Target sequence (O00487 whole entry, looked up): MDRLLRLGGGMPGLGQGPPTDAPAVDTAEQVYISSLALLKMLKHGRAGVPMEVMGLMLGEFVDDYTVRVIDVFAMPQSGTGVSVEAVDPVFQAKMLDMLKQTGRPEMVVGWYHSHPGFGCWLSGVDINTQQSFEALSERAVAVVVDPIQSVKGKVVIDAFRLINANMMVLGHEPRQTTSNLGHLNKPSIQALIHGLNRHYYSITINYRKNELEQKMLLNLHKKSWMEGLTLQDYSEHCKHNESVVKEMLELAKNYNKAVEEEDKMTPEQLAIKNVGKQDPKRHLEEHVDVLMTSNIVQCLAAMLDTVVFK
# PABP1 MLLE inh = blocks PAM2 peptide binding to the PABP1 MLLE domain. GST-MLLE / FITC-PAM2 fluorescence polarization. AID 588489. 360,000 compounds, 0.36% hits. P11940. inhibition, % at 20 µM; in the data active = inhibition above about 35%, passing the limit was not always enough;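 note: plate controls were DMSO wells with GST-MLLE for no effect and wells lacking GST-MLLE protein for full effect; some results filed as inactive read as strong as hits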
# MsrA act = activates bovine MsrA enzyme; purified bovine MsrA, absorbance read-out; activation, % at 10.6 µM; 360,000 compounds, 0.3% hits; in the data active = activation above about 7.5%;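 note: 0% = vehicle and 100% = reference activator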
# * hit, by the source's call; i = inactive; / = no result given.
smiles	eLon inh	FAS-TE inh	MsrA inhibitor	MT1-MMP act inh	CSN inh	Rin1 Abl inh	Rpn11 inh	PABP1 MLLE inh	MsrA act
c1ccc(-c2nc3ccccc3[nH]2)nc1	-3.9	-4.0	-0.5	-3.3	-7.4	-0.4	i	-1.0	-3.7
CCOC(=O)C1CCN(CC(=O)Nc2ccc(OC)c(Cl)c2)CC1	11.1	1.2	0.8	2.8	4.9	4.1	i	4.8	-4.3
CCCn1c(SCC(=O)NCCc2ccc(OC)c(OC)c2)nc2c1c(=O)n(C)c(=O)n2C	7.2	-8.2	-0.9	-3.2	0.4	1.2	i	2.5	-1.6
C[C@H](CO)N1C[C@H](C)[C@@H](CN(C)S(=O)(=O)c2ccccc2)Oc2c(NC(=O)NC3CCCCC3)cccc2C1=O	-12.0	-5.3	-1.1	0.3	-1.5	-0.4	i	-1.4	-4.4
CC1CCN(c2nc(N3CCCCC3)nc(N3CCCCC3)n2)CC1	-6.2	6.4	-0.1	0.5	-0.6	5.0	i	-3.1	-5.2
CC(=O)Oc1ccccc1Cn1c(C)c(C(=O)NCc2ccc(F)cc2)sc1=O	-0.1	0.9	-1.5	5.8	-2.1	0.4	i	-1.3	1.2
C=CCn1cc(C(=O)N2CCc3ccccc3C2)c(=O)c2cc(S(=O)(=O)N(CC)CC)ccc21	9.6	31.6	0.9	3.7	4.4	-0.4	i	10.5	-0.3
COC1OCC(O)C(NC(=O)N(C)N=O)C1O (configuration not stated)	-14.3	-6.3	0.6	-2.4	-0.9	-5.2	i	-10.9	-5.8
Cc1ccc(C(O)c2ncc(-c3ccc(F)cc3)[nH]2)c(C)c1 (configuration not stated)	-6.7	0.8	0.2	6.8	0.8	0.0	i	-1.2	1.2
O=C(CSc1nc2c(c(=O)n1-c1ccccc1)SCC2)NCC1CCCO1 (configuration not stated)	4.1	-4.5	1.1	-2.2	-0.5	-4.8	i	-2.3	-10.7
Cc1ccc(NC(=O)C2=C(O)c3sccc3N(C)S2(=O)=O)cc1	6.1	-3.5	4.2	-1.8	1.3	-2.0	i	-5.6	-1.5
O=C(NCC(=O)N(CC1CCCO1)C(C(=O)NC1CCCCC1)c1ccccc1)c1ccco1 (configuration not stated)	-11.3	-6.9	0.4	-0.6	-2.6	4.8	i	4.1	2.0
Cc1cccc(NC(=O)c2c(C)cc(=O)oc2C)n1	-7.0	-7.0	0.1	2.2	4.3	-0.5	i	-6.9	13.7*
COc1ccc(Cl)cc1NS(=O)(=O)c1cccc(C(=O)NCC(c2ccco2)N2CCCC2)c1 (configuration not stated)	1.9	-3.8	-2.2	-2.2	-0.7	2.0	i	0.9	-9.4
COc1ccc(-n2c(C)cc(C(=O)Cn3nnc4ccccc4c3=O)c2C)cc1	1.1	33.7	-0.2	1.2	3.9	2.6	i	-14.5	-2.2

# Profiles as entered above.
# Cc1cccc(NC(=O)c2c(C)cc(=O)oc2C)n1 in the list: eLon inh: -7.0; FAS-TE inh: -7.0; MsrA inhibitor: 0.1; MT1-MMP act inh: 2.2; CSN inh: 4.3; Rin1 Abl inh: -0.5; Rpn11 inh: i; PABP1 MLLE inh: -6.9; MsrA act: 13.7*
# C=CCn1cc(C(=O)N2CCc3ccccc3C2)c(=O)c2cc(S(=O)(=O)N(CC)CC)ccc21 in the list: eLon inh: 9.6; FAS-TE inh: 31.6; MsrA inhibitor: 0.9; MT1-MMP act inh: 3.7; CSN inh: 4.4; Rin1 Abl inh: -0.4; Rpn11 inh: i; PABP1 MLLE inh: 10.5; MsrA act: -0.3

# New compounds follow:
smiles	eLon inh	FAS-TE inh	MsrA inhibitor	MT1-MMP act inh	CSN inh	Rin1 Abl inh	Rpn11 inh	PABP1 MLLE inh	MsrA act
CCN1CCN(c2nc(-c3ccc(F)cc3)cc(=O)[nH]2)CC1	-2.1	-3.8	-0.7	0.1	-1.0	0.9	i	2.6	-4.0
CC1(CCc2ccccc2)NC(=O)NC1=O (configuration not stated)	10.9	-6.9	-0.1	-3.8	5.7	-0.8	i	12.3	-3.1
CS(=O)(=O)c1ccc(Cl)c(C(=O)NCC2CCCCC2)c1	-0.3	-5.4	-0.4	-1.3	1.4	-0.8	i	-4.2	-2.0
CC12CCC(C(=O)N(c3cccc(Cl)c3)C1=O)C2(C)C (configuration not stated)	-3.5	-6.3	0.4	0.4	-6.2	-2.4	i	-0.5	-1.6
Cc1nnc(NC(=O)CSc2ncn(-c3ccccc3)n2)s1	4.8	-3.9	-0.8	1.6	1.6	0.9	i	5.1	-0.3
COc1ccc(N2C(=O)c3ccc(C(=O)Nc4ccccc4O)cc3C2=O)cc1	-2.5	-23.5	1.3	4.9	0.6	2.8	i	-7.8	-12.7
CCOC(=O)c1ccc(S(=O)(=O)N2CCN(C)CC2)cc1	-4.7	-9.7	0.6	-2.6	2.1	-1.3	i	1.4	-10.6
O=C(Nc1ccccc1)c1ccc2snnc2c1	-0.4	-1.2	0.8	3.3	0.3	1.1	i	2.7	-2.1
COc1ccc(/C=C/C(=O)OCC(=O)NCc2ccccc2Cl)cc1OC	9.0	1.0	0.8	1.9	0.9	-1.4	i	-1.6	-0.9
CC(=O)C(C)Oc1ccc2c3c(c(=O)oc2c1)CCCC3 (configuration not stated)	-2.2	-2.3	1.9	1.6	4.4	-5.3	i	5.1	-3.7
Cc1noc(C)c1C(=O)OC(C(=O)NC1CCCC1)c1ccc(F)cc1 (configuration not stated)	-8.3	-4.6	/	4.1	6.9	1.9	i	-1.2	-0.7
CN(c1ccccc1)S(=O)(=O)c1cccc(C(=O)OCC(=O)NCc2ccccc2)c1	-10.1	17.4	-0.4	-0.9	1.5	0.2	i	-12.7	-1.5
CCOC(=O)C1=C(O)/C(=C\c2cccs2)N=C1C	-6.2	-10.4	4.3	6.0	-3.9	-2.2	i	-6.8	1.5
CCOc1ccc(C2/C(=C(\O)c3ccc4c(c3)OCCO4)C(=O)C(=O)N2CCN2CCOCC2)cc1OCC (configuration not stated)	-1.0	-5.0	0.7	-2.1	-0.1	-2.5	i	-3.9	0.2
CCCN1C(=O)C(O)(CC(=O)c2ccc3c(c2)OCCO3)c2ccccc21 (configuration not stated)	-6.8	-3.7	3.6	3.0	115.8	0.7	i	11.3	-3.3
COc1cccc(N2CCN(c3ccc(N4C(=O)CCC4=O)cc3[N+](=O)[O-])CC2)c1	3.0	-35.9	0.2	6.3	4.3	-4.9	i	11.4	-3.7
COc1cccc(/C=N/n2cnc3ccccc32)c1OC	4.8	-1.2	2.6	-0.8	1.1	-1.3	i	-15.9	3.3
COc1ccccc1C(=O)NC1CCN(C(=O)Nc2ccc(C)cc2)CC1	7.7	-4.0	-0.9	1.8	-4.5	2.6	i	5.6	-1.8
CC[N+]1(CC(O)COC2CC(C)CC(C)(C)C2)CCOCC1 (configuration not stated)	-7.6	-8.5	-0.7	2.9	-6.2	-1.5	i	-114.3	-3.1
O=C1CSC(c2cccnc2)N1c1cccc(Cl)c1 (configuration not stated)	4.5	-2.8	-0.3	3.5	0.7	-1.9	i	1.6	-0.6
O=C(COC(=O)c1cc2ccccc2oc1=O)Nc1cccc(S(=O)(=O)N2CCCCCC2)c1	-4.5	-9.4	0.8	6.5	-14.1	1.4	i	6.5	-4.3
CC1CCc2nn(CC(=O)N3CCCCCC3)cc2C1 (configuration not stated)	-2.9	-2.8	-0.8	3.6	-2.3	2.0	i	-2.4	-6.6
O=C(NCc1cc2ccccc2[nH]1)c1ccccc1F	2.1	7.0	-1.1	-6.9	0.5	0.6	i	5.6	-8.7
COc1ccc(CNC(=O)C(C)N2C(=O)NC(c3ccccc3)(c3ccccc3)C2=O)cc1 (configuration not stated)	6.7	11.5	-0.3	-0.8	-3.4	1.9	i	6.5	-2.2
CCOc1ccccc1-n1nnnc1SC(C)C(=O)OC (configuration not stated)	-1.1	-4.1	0.0	4.0	-9.3	-2.0	i	4.1	-7.0
CCCCOCCCNC1=NCCCCC1	0.3	-1.1	-0.9	-5.1	-0.9	-1.2	i	2.6	-2.5
COc1ccc(S(=O)(=O)NC2CCSc3ccccc32)cc1NC(C)=O (configuration not stated)	-4.3	2.6	-0.2	-1.6	-3.0	0.2	i	9.2	-0.9
O=C(CSc1ccc(-c2ccco2)nn1)NCc1ccc(Cl)cc1	-7.5	-8.9	-0.4	-1.4	1.0	-2.0	i	22.0	-4.2
O=S(=O)(Nc1cccnc1)c1ccc2c(c1)OCCO2	3.8	-3.5	0.0	-0.6	-3.6	-0.2	i	-5.1	-2.4
Cn1c(SCC(=O)NCc2ccc3c(c2)OCO3)ncc(C(=O)Nc2ccc(F)cc2)c1=O	-1.5	1.1	-0.7	-5.3	7.3	-2.0	i	-3.1	-2.7
Cc1ccc(C(=O)OCC(=O)NCc2cccs2)cc1	-2.5	-6.8	-0.5	0.8	1.9	0.1	i	0.3	-11.0
Cc1ccccc1NC(=O)C(C)OC(=O)C1CCCO1 (configuration not stated)	-2.9	-7.2	-0.6	2.2	-2.5	-5.7	i	0.8	-2.1
CCOC(=O)N1CCN(C(=O)c2ccc(S(=O)(=O)NCc3ccco3)cc2)CC1	-19.3	-2.1	2.8	-2.7	-14.9	-2.6	i	0.0	-2.1
COC(=O)c1ccc(-c2noc(CN(C)CCC3CCCCO3)n2)cc1 (configuration not stated)	-6.2	0.2	2.0	1.1	-1.5	3.3	i	-7.0	-1.9
OC[C@@H]1CN(Cc2ccc(Cl)cc2)C[C@H](n2cnc3c(N4CCOCC4)ncnc32)O1	-19.6	-1.7	0.6	0.0	-0.9	0.0	i	-7.8	3.8
CC(=O)Nc1ccc(/C(C)=N/Nc2nc(N3CCOCC3)nc(N3CCOCC3)n2)cc1	-10.7	0.6	-0.5	1.6	-10.0	5.8	i	-5.4	-4.9
OCC1CCCCN1CC(O)COC(c1ccc(F)cc1)c1ccc(F)cc1 (configuration not stated)	3.0	-4.4	-1.1	-1.3	-3.4	-2.4	i	-5.8	-2.5
COc1ccccc1NC(=O)C/C(C)=N/NC(=O)C12CC3CC(CC(C3)C1)C2	2.0	-2.5	-0.3	4.6	-9.4	2.0	i	3.1	-1.1
Nc1nc(-c2cccs2)c(-c2cccs2)s1	7.3	6.4	-0.9	-3.9	7.3	-4.4	i	32.6	-7.6
CCN(CC)C(=O)[C@H]1CC(CC(=O)NCc2ccc(OC)c(OC)c2)C(=O)N2CCc3c([nH]c4ccc(OC)cc34)[C@]12C (some centres not stated)	-3.0	-5.9	1.5	0.5	-0.8	-0.7	i	-2.9	-2.0
Cc1cc(OC(C)C(=O)NCCc2c[nH]c3ccccc23)c2c(C)cc(=O)oc2c1 (configuration not stated)	-5.2	18.7	-0.1	2.7	0.1	-3.4	i	-4.9	-1.0
CCOCCCNC(=S)Nc1ccc(Br)cc1Cl	-1.0	-0.6	1.0	2.7	0.5	-3.1	i	23.3	-3.0
Cc1cc(=O)oc2cc(OCc3ccc(C(=O)OCC(=O)Nc4ccc(N(C)C)cc4)cc3)ccc12	-6.4	-6.4	1.5	-1.2	0.7	4.5	i	-9.2	-1.3

# Assay outcomes as filed in PubChem BioAssay.
